# Kir21 inh = inhibitors of mouse Kir2.1 inward-rectifier potassium channel; Inward rectifier potassium channel 2 (Mus musculus), P35561; HEK293-Kir2.1, FluxOR thallium flux fluorescence; hits give low values; B-score at 10 µM; actives 0.85% (n = 310,000); AID 1672, 2009;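 active = fluorescence ratio B-score at or below minus 3 SD of library scores, with starting-brightness B-score within 2 SD, cut at about -4.2 in these data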;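 note: channel flux triggered by added potassium and thallium sulfate stimulus; B-score of peak minus minimum fluorescence over baseline after thallium stimulus; more negative B-score means stronger Kir2.1 block with less thallium influx; some compounds called inactive have numbers as strong as hits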
# KCNQ2 block = KCNQ2 potassium channel inhibitors, primary screen, cell-based, CHO-K1, FluxOR thallium flux, B-score (AID 2156); actives 1.1% (n = 310,000); B-score at 10 µM; 20 min; hits give low values; Potassium voltage-gated channel subfamily KQT member 2 (Rattus norvegicus), O88943;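 active = fluorescence ratio B-score at most minus 3 library SDs, with starting brightness B-score within 2 library SDs, cut at about -5.5 in these data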
# Target sequence (O88943 whole entry, looked up): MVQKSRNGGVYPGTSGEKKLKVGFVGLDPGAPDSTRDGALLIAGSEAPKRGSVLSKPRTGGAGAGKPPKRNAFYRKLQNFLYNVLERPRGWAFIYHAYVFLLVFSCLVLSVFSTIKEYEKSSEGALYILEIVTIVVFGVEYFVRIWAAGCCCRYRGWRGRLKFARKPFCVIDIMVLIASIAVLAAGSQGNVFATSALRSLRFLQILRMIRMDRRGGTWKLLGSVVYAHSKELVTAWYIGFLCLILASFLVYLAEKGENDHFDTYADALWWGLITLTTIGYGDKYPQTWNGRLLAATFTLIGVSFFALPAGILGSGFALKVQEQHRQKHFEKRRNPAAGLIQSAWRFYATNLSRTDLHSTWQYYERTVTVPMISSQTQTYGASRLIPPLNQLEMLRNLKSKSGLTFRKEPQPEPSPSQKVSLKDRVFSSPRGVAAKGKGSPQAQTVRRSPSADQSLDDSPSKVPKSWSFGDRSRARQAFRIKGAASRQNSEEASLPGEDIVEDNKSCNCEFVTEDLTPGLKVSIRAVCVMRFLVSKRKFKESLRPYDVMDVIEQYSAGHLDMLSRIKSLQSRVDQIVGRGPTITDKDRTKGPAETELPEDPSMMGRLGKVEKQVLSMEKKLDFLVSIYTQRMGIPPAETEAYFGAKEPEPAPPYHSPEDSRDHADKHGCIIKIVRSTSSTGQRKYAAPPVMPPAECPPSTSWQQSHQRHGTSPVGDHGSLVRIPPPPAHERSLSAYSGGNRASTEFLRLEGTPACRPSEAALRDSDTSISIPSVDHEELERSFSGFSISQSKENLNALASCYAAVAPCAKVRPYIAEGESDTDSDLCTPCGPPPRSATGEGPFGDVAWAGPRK
# CHT block = inhibitors of human choline transporter CHT; High affinity choline transporter 1 (Homo sapiens), Q9GZV3; CHT-expressing cells, membrane potential dye, choline response; hits give low values; B-score at 10 µM; actives 0.86% (n = 310,000); AID 488975, 2010;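 active = B-score over 3 SD under the library average, and starting fluorescence ratio not unusually high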;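 note: choline stimulus applied at its EC90 after an EC20 pre-addition; B-score computed on integrated fluorescence ratio after choline addition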
# Numbers without * were called inactive; i = inactive; . = not tested or not shown.
# Below each SMILES: Kir21 inh | KCNQ2 block | CHT block
O=C(CCN=C1NS(=O)(=O)c2ccccc21)OCc1cccc(Cl)c1
    -1.3 | i | i
Cc1cccc(C)c1NC(=O)CN(C)c1ccc(C(F)(F)F)cn1
    1.6 | i | i
C/C(=N\NC(=O)c1ccc([N+](=O)[O-])cc1)c1cccc([N+](=O)[O-])c1
    -0.6 | i | i
O=C(NN1C(=O)/C(=C/c2cccs2)SC1=S)c1cccnc1
    -0.31 | i | i
N#Cc1ccccc1CSc1nnc(-c2ccncc2)o1
    -2.4 | i | i
COc1ccc(-c2csc(NC(=O)CSCc3c(C)noc3C)n2)c(OC)c1
    0.43 | i | i
CNC(=O)/C(C#N)=C/c1c(N2CCN(C)CC2)nc2c(C)cccn2c1=O
    1.4 | i | i
CN1CCN(S(=O)(=O)c2cccc(C(=O)NC3CCCc4ccccc43)c2)CC1 (stereo not given)
    0.22 | i | -5.6*
C=CCN1C(=O)CN=C1Nc1cc(C)ccc1C
    1.9 | i | i
Cc1cccc(NC(=O)CSc2nnc(CNC(=O)c3ccc(S(=O)(=O)N(C)C)cc3)n2-c2ccccc2)c1
    0.04 | i | i
Cc1ccc(C(=O)OCCc2c(C)[nH]n(-c3ccccc3)c2=O)cc1
    1.2 | i | i
COc1cccc(CC(=O)N2CCN(c3ccccc3[N+](=O)[O-])CC2)c1
    0.25 | i | i
Cc1c(Br)c([N+](=O)[O-])nn1CC(=O)Nc1ccc(Cc2ccncc2)cc1
    0.48 | i | i
Cc1cc(S(=O)(=O)Nc2ccc(C(=O)NCC(C)(C)N3CCOCC3)cc2)ccc1F
    0.53 | i | i
COC(=O)c1cccc(Cn2c(Cl)c(/C=N/NC(=O)c3ccco3)sc2=O)c1
    -1.2 | i | i
Cc1cc2oc(=O)c3c(c2cc1OCc1nn[nH]n1)CCCC3
    0.79 | i | i
COC(=O)c1c(-c2ccc(C)cc2)csc1NC(=O)Cc1ccc(OC)c(OC)c1
    0.93 | -6.8* | .
N#CCCn1cc(C(=O)Nc2cccc(C(=O)O)c2)c(-c2ccc(Cl)cc2)n1
    -2.1 | i | i
COc1cccc(NC(=S)N(CCCN2CCCC2)Cc2cccn2Cc2ccc(Cl)cc2)c1
    -8.5* | i | i
Cc1cc(N2CCOCC2)nc(SCC(=O)OCc2ccccc2)n1
    0.5 | i | i
C=C(c1cccc2ccccc12)P(=O)(O)O
    -0.06 | i | i
Cc1nc(Cl)c(C(=O)NCCc2ccccc2)c(C)c1[N+](=O)[O-]
    -0.01 | i | i
O=C(NC1CCCc2c1cnn2-c1ccccc1F)c1ccccn1 (stereo not given)
    1.4 | i | i
CCCCCOC(=O)c1ccc(NC(=O)c2ccco2)cc1
    0.1 | i | i
COc1ccc(OC)c(NC(=O)CSc2nncc3ccc(OC)c(OC)c23)c1
    1.3 | i | i
CCn1c(SCC(=O)NC2CCCCC2)nnc1-c1cc2cccc(OC)c2o1
    -1.2 | i | i
Cc1ccnc(NC(=O)COC(=O)C23CC4CC(CC(C4)C2)C3)n1
    -1.1 | i | i
CC(C)(C)c1[nH]nc2c1C(c1ccco1)C(C#N)=C(N)O2 (stereo not given)
    -0.67 | i | i
O=S(=O)(c1ccc(Cl)cc1)c1nc(-c2ccco2)oc1N1CCOCC1
    -0.05 | i | i
COCCNC(=O)C(=O)NNC(=O)CCc1ccccc1
    0.9 | i | -5.5*
CCOC(=O)c1cc(C)n(-c2ccc(OC)c(OC)c2)c1C
    2.9 | i | i
COc1cccc(N2CC(O)Cn3c2nc2c3c(=O)[nH]c(=O)n2C)c1 (stereo not given)
    0.04 | i | i
N#Cc1ccc(C(=O)Nc2ccc(S(=O)(=O)NC3=NCCCCC3)cc2)cc1
    0.89 | i | i
COc1ccc2oc(C(=O)Nc3nc4ccccc4[nH]3)c(C)c2c1
    -0.25 | i | i
O=c1oc2ccc(NS(=O)(=O)c3cccc4cccnc34)cc2s1
    -0.41 | i | i
COc1ccccc1C(CNC(=O)C1CC(=O)N(Cc2ccc(C)cc2)C1)N1CCCC1 (stereo not given)
    -0.41 | i | i
CCN=C1SC(CC(=O)Nc2ccccc2OCC)C(=O)N1CC (stereo not given)
    1.4 | i | i
c1ccc2nc3c(nc2c1)c1ccccc1n3CCN1CCOCC1
    -1.5 | i | i
N#Cc1nc(-c2ccc(OCc3ccccc3)cc2)oc1NCc1cccnc1
    -0.14 | i | i
COc1ccc(C(=O)Nc2cc(C(F)(F)F)ccc2Cl)cc1OC
    -0.74 | i | i
Cc1cc2c(ncn2C)c(NS(=O)(=O)c2ccccc2Cl)c1C
    0.05 | i | i
COc1ccc(CC(=O)NC2CCSc3ccccc32)c(OC)c1 (stereo not given)
    -5.9* | i | i
O=C(Nc1cccc(C(=O)O)c1)/C(=C\c1ccccc1)NC(=O)c1ccccc1
    0.37 | i | i
Cc1ccc(C)c(NC(=O)c2oc(=O)c3ccccc3c2-c2ccccc2)c1
    -0.93 | i | i
COC(=O)c1ccc(-c2ccco2)n1Cc1ccccc1Cl
    -1.1 | i | i

# (more compounds)
canonical_smiles | Kir21 inh | KCNQ2 block | CHT block
S=c1[nH]nc(C2CCCCC2)n1/N=C/c1c(Cl)cccc1Cl | -0.01 | i | i
COc1ccc(CCC(=O)NNC(=O)Nc2cc(Cl)ccc2C)cc1 | -1.4 | i | i
Cc1cc(C)n(C(C)n2nc(C)cc2C)n1 | 1.6 | i | i
CC1CCN(c2nc3ccccc3n2CC(=O)c2ccccc2)CC1 | 1.1 | i | i
CN=C(Nc1cc(Cl)ccc1Cl)SC1CC(=O)N(c2ccc(C(=O)OC)cc2)C1=O (stereo not given) | -1.2 | i | i
COc1ccc(C(=O)Nc2ccc(N3CCN(C(=O)c4ccccc4)CC3)cc2)cc1[N+](=O)[O-] | 0.02 | i | i
CC1=CC(C)(C)NC(=S)N1NC(=O)c1ccccc1Cl | -1.6 | i | i
COc1ccc(OCCCC(=O)N(C)CC(=O)Nc2ccccc2Cl)cc1 | 0.04 | i | i
Cc1c(C(=O)NCCSCc2cccc(C(F)(F)F)c2)cnn1-c1ccc(Cl)cc1 | 1.1 | i | i
CC(C)CC(=O)Nc1ccc2ccccc2c1 | -0.02 | i | i
CCC1C(=O)NCCN1C(=O)CCc1nnc(CCc2ccc(OC)cc2)o1 (stereo not given) | -1.3 | i | i
Cc1ccc(N2C(S)=C(C#N)C(=O)NC2c2ccco2)cc1 (stereo not given) | 0.87 | i | i
C=CCn1c(COc2ccccc2-c2ccccc2)nnc1SCC(=O)NC(=O)NCc1ccco1 | -0.82 | i | i
CC1CCC(NC(=O)CCS(=O)(=O)c2ccc3c(c2)NC(=O)CS3)CC1 (stereo not given) | -1.1 | i | i
COc1ccc(-c2nc3ccccc3c(=O)n2CCOc2cccc(C)c2C)cc1 | -0.02 | i | i
CC1CC(C)CN(C(=O)c2ccc3c(c2)N(Cc2ccccc2)CCS3)C1 (stereo not given) | -1.5 | -6.2* | i
N#CCCCC#Cc1ccc2c(c1)COc1c3ccccc3nn1-2 | -0.05 | i | i
COc1ccc(OC)c(N/C(C)=C/C(=O)c2ccc(C)o2)c1 | -1.6 | i | i
COC1(OC)N=C(N)C2(C#N)C(c3ccccc3)NC(C)=CC12C#N (stereo not given) | -2.5 | i | i
CCCS(=O)(=O)N1CCN=C1SCc1cccc(F)c1 | -0.01 | i | i
O=C(NCCS(=O)(=O)NCc1ccccc1)c1ccccc1 | -0.43 | i | i
COc1ccc(-c2nc(CS(=O)CC(=O)NCCCN3CC(C)CC(C)C3)c(C)o2)cc1OC (stereo not given) | -1 | i | i
Cc1ccc(N2CN=C(c3ccccc3)NC2=S)cc1 | 2.7 | i | i
CCOC(=O)C1CCN(C(=O)c2cn(CCOC)c(=O)c3c2c2ccccc2n3C)CC1 | -0.9 | i | i
O=C(CC1(c2ccc(Cl)cc2)C2CC3CC(C2)CC1C3)NCCO (stereo not given) | 0.98 | i | i
Cc1ccc(C(=O)N/C(=C\c2ccc(-c3cccc([N+](=O)[O-])c3)o2)C(=O)NC(C)(C)C)cc1 | 0.47 | i | i
Cn1c(CN2CCN(c3cccc(Cl)c3)CC2)nc2ccccc21 | -1.7 | i | i
Cc1cc(C(=O)c2cccs2)c(N)s1 | -1.4 | i | i
COCCN1CCN(C(=O)C2CCC(=O)N(Cc3cccc(C(F)(F)F)c3)C2)CC1 (stereo not given) | -1.3 | i | i
O=C(C1CCC(CNc2c(N3CCCCC3)c(=O)c2=O)CC1)N1CCCCC1 (stereo not given) | 0.01 | i | i
COc1nc(NCc2ccco2)nc(N2CCC(C)CC2)n1 | -0.07 | i | i
COc1ccc(-c2nnc(N3CCC(C)CC3)c3ccccc23)cc1 | -0.98 | i | i

# Compound profiles (already shown):
# Shown for `Cc1ccc(C(=O)N/C(=C\c2ccc(-c3cccc([N+](=O)[O-])c3)o2)C(=O)NC(C)(C)C)cc1` : Kir21 inh = 0.47; KCNQ2 block = i; CHT block = i
# Shown for `O=C(C1CCC(CNc2c(N3CCCCC3)c(=O)c2=O)CC1)N1CCCCC1` (stereo not given) : Kir21 inh = 0.01; KCNQ2 block = i; CHT block = i
# Shown for `Cc1cc(C(=O)c2cccs2)c(N)s1` : Kir21 inh = -1.4; KCNQ2 block = i; CHT block = i

# Later entries:
canonical_smiles | Kir21 inh | KCNQ2 block | CHT block
COC(=O)c1ccc(N)nc1 | -0.5 | i | i
CCOc1cc(/C=C2\SC(N3CCCCC3)=NC2=O)ccc1O | 0.96 | i | i
CC1(C)Cc2noc(N)c2C(C)(C)N1OC(=O)c1cccs1 | 0.91 | i | i
Cc1[nH]c2ccc(OC(=O)N3CCOCC3)cc2c1C(=O)OC(C)C | 0.04 | i | i
CC(C)CN(C(=O)COC(=O)CCN1C(=O)c2ccccc2C1=O)C1CCS(=O)(=O)C1 (stereo not given) | 0.91 | i | i
CSc1ccc(S(=O)(=O)NCC(=O)OCCOc2ccccc2)cc1[N+](=O)[O-] | 0.07 | i | i
O=C(NC(=S)Nc1ccccc1C(F)(F)F)c1ccccc1F | -0.54 | i | i
Cc1ccccc1NCc1nc2ccccc2n1C | 2.6 | i | i
O=c1cc(O)c(-c2cccc(C(F)(F)F)c2)c(Cl)[nH]1 | -0.55 | i | i
CCOc1ccc(N2C(=O)C(CC(=O)Nc3ccc(F)cc3)N(Cc3ccccn3)C2=S)cc1 (stereo not given) | -1.4 | i | i
CCOc1ccc(C(=O)NC(=S)NCc2cccnc2)cc1 | 1.7 | i | i
CNS(=O)(=O)c1cc2c3c(cccc3c1)C(=O)NC2=O | 0.04 | i | i
Cc1cc(Br)cc(C=Nc2ccc(N3CCOCC3)cc2)c1O | 0.58 | i | i
Cn1c(SCC(=O)Nc2ccc3[nH]c(=O)[nH]c3c2)nnc1-c1ccc(F)cc1 | -0.02 | i | i
CC(C)CN(C(=O)COC(=O)CN1C(=O)c2ccccc2C1=O)c1c(N)n(Cc2ccccc2)c(=O)[nH]c1=O | 0.37 | i | i
CCOC(=O)C1CCN(C(=O)Cc2ccc(C)cc2)CC1 | 0.47 | i | i
CCC(C)NC(=O)C1CCN(c2nc(OC)nc(OC)n2)CC1 (stereo not given) | 1.2 | i | i
CC(CC(=O)N1CCN(c2ccc(C(F)(F)F)cn2)CC1)n1ccnc1 (stereo not given) | 0.68 | i | i
Cc1ccc(-n2nnc3c(=O)n(CC(=O)N4CCOCC4)cnc32)cc1 | 2.1 | i | i
Cc1ccc(S(=O)Cc2ccc(C(=O)N3CCN(C(=O)c4ccco4)CC3)o2)cc1 (stereo not given) | 0.05 | i | i
COC(=O)N/N=C/c1cn(CC(C)COc2ccccc2)c2ccccc12 (stereo not given) | 0.31 | i | i
O=C(COC(=O)CCN1C(=O)C2CC=CCC2C1=O)NCCc1ccccc1 (stereo not given) | 0.02 | i | i
CC(C)CNS(=O)(=O)c1ccc(CCC(=O)N2CCCC2)cc1 | -1.3 | i | i
Fc1ccccc1CN1CCCCCCC1 | 0.1 | i | i
Cc1cccc(CSc2nnc(-c3ccco3)n2C)c1 | 0.05 | i | i
O=C1C(=O)N(c2ccc(O)cc2)C(c2ccccc2[N+](=O)[O-])/C1=C(\O)c1ccccc1 (stereo not given) | -0.53 | i | i
O=C1Nc2ccccc2C(=O)N2[C@H](c3ccc(F)cc3)[C@@H]3C(=O)N(Cc4ccccc4)C(=O)[C@@H]3[C@H]12 | -0.02 | i | i
O=C1COc2cc(S(=O)(=O)CCC(=O)N3CCCCC3)c(Cl)cc2N1 | -0.99 | i | i
COc1ccc(N2CCN(C(=O)CCSCc3ccccc3F)CC2)cc1 | -1.3 | i | i
O=C(NCC1CC1)[C@]1(C(F)(F)F)C[C@H](CCC2CCCCC2)CCCO1 | 0.86 | i | i
Cc1nn2c(NCCOCCO)c3c(nc2c1-c1ccccc1)CCCC3 | 2.5 | i | -5.2*
O=C(Nc1ccccc1F)c1cc2nc(C(F)F)cc(C(F)F)n2n1 | -0.12 | i | i
CCc1nn(CC(=O)N2CCC(C)CC2)c(=O)c2cccn12 | -0.15 | i | i
Oc1[nH]c2ccccc2c1N=NC(=S)NCCc1ccccc1 | -1.4 | i | i
Cc1nc(N)c(Br)c(C)c1Br | 0.11 | i | i

# Screening results deposited in PubChem by Johns Hopkins Ion Channel Center.
